MBNL1-CUG inh = qHTS Assay for Inhibitors of MBNL1-poly(CUG) RNA binding; AID 2675, 2010; Potency, µM (titrated, usually from 57.5 µM), for inactives: at the highest dose activity change, negative = inhibition, hits mostly inhibitors; actives 0.036% (n = 280,000); TR-FRET MBNL1-His/biotin-(CUG)12 binding, 665/545 ratio; active means well fitted inhibition curve with a large enough effect in the signal ratio, with a control signal flat, not every such curve was filed as active; inconclusive means small, poorly fitted or top-dose-only effect, or effect the other way, or a change in a side signal; inactive means no such curve, though single readings can be large or run the other way; the % refers to the signal ratio; further: on the % scale 0 is the no-effect control and ±100 the full control effect
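Inhibition of protein-RNA binding appears as loss of TR-FRET between terbium anti-His antibody on MBNL1-His and streptavidin-XL665 on biotin-(CUG)12. Activity is normalized to buffer-only and uninhibited-complex controls.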
ELG1 genotox = qHTS screen for small molecules that induce genotoxicity in human embryonic kidney (HEK293T) cells expressing luciferase-tagged ELG1; HEK293T ELG1-luciferase reporter, luminescence, 16 h; Potency, µM (top dose mostly 46 µM), inactives show at the top dose activity change, positive = activation, actives largely listed as activators; actives 1.3% (n = 330,000); AID 504466, 2011; further: % of control where 0% means no effect; nearly all actives have a fitted effect of over 60% in size
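HEK293T cells expressing luciferase-tagged ELG1 were treated with compound or DMSO for 16 hr at 37°C. Luciferase activity was then read after 30 min with ONE-Glo at room temperature; rising signal flags genetic stress.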
FLuc modulator = qHTS profiling assay for firefly luciferase inhibitor/activator using purifed enzyme and Km concentrations of substrates (counterscreen for miR-21 project) | Luciferin 4-monooxygenase (Photinus pyralis), P08659 | purified FLuc, Km substrates, luminescence inhibition | Potency, µM (series often up to 57.5 µM), for inactives: at the top dose activity change, negative = inhibition, actives largely listed as inhibitors | actives 6.9% (n = 360,000) | AID 588342, 2011;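 further: plate controls were vehicle for no effect and reference inhibitor for full effect; nearly all actives have a fitted effect of over 55% in size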
Target sequence (P08659 whole entry, looked up): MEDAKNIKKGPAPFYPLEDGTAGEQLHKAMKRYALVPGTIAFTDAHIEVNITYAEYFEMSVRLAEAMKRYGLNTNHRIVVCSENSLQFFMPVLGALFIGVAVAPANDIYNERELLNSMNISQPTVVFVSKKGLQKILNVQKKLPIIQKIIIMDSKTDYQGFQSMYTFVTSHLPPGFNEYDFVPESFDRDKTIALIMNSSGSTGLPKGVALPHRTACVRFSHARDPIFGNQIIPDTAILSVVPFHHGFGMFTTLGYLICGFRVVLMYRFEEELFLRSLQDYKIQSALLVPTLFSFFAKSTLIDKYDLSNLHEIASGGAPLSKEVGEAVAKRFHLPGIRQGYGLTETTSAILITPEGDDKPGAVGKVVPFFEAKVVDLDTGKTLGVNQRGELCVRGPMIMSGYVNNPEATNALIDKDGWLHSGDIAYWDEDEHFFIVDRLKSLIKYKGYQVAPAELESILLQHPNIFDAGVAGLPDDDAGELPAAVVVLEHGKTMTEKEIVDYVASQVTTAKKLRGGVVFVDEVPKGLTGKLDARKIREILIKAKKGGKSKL
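Purified P. pyralis luciferase, 10 nM final, with Km-level 10 uM D-luciferin and 10 uM ATP in 50 mM Tris acetate pH 7.5, 10 mM Mg acetate, 0.01% Tween-20, 0.05% BSA; 6-point qHTS titration about 60 µM downward; luminescence read.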
Gal4-VP16 FLuc = VP16 counterscreen qHTS for inhibitors of ROR gamma transcriptional activity; Drosophila S2 Gal4-VP16 UAS-luciferase, luminescence, 20 h; actives 3.5% (n = 310,000); Potency, µM (highest dose often 53.6 µM), inactives show top-dose activity, negative = inhibition, actives largely listed as inhibitors;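 further: Gal4-VP16 expression switched on by copper sulfate through the metallothionein promoter; on the % scale 0 is the no-effect control and ±100 the full control effect; nearly all actives have a fitted effect of over 50% in size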
Rab9 prom act = qHTS Assay for Rab9 Promoter Activators; Huh7 Rab9 promoter-luciferase reporter, luminescence, 24 h; Potency, µM (highest dose often 9.22 µM), inactives show at the top dose activation, negative = inhibition, most hits filed as activators; actives 2.8% (n = 320,000); further: % of control where 0% means no effect; nearly all actives have a fitted effect of over 60% in size
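Steps: seed 1500 Huh7 Rab9-luc cells per well, rest 2 h at 37 °C; add compound in DMSO; incubate 24 h; add luciferase reagent, 10 min ambient; read luminescence.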
CXXC DNA block = qHTS Fluorescence Polarization Assay for Inhibitors of MLL CXXC domain - DNA interaction | MLL-CXXC / FITC-HOXA9 DNA fluorescence polarization | Potency, µM (top dose mostly 115 µM), without a hit: top-dose activity change, negative = inhibition, actives largely listed as inhibitors | actives 0.037% (n = 290,000) | AID 2662, 2010; active means well fitted inhibition curve with a large enough effect in the polarisation, with a control signal flat, not every such curve was filed as active; inconclusive means small, poorly fitted or top-dose-only effect, or effect the other way, or a change in a side signal; inactive means no such curve, though single readings can be large or run the other way; the % refers to the polarisation
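Purified MLL-CXXC (added from a 7 uM solution) was preincubated 5 min at ambient with pinned compounds in 50 mM Tris-HCl pH 7.5, 50 mM NaCl, 1 mM DTT, 0.05% BSA. Fluorescein-labeled HOX-A9 DNA (50 nM solution) followed, 30 min, then polarization read.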
p53 reactivator = qHTS assay for re-activators of p53 using a Luc reporter | actives 0.063% (n = 320,000) | Potency, µM (highest dose often 92.2 µM), inactives show at the highest dose activity change, positive = activation, most hits filed as activators | AID 504706, 2011 | H1299 p53-A138V BP100-luciferase reporter, luminescence, 24 h; further: % of control where 0% means no effect; nearly all actives have a fitted effect of over 45% in size
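H1299 (p53-null), stable ts p53-A138V + BP100-Luc; 1000 cells/well, Opti-MEM/10% FBS; cpd 4 pt, 1:5; 24 h, 37 deg C, 5% CO2; detection reagent 10 min RT; luminescence.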
BRCA1 expr up = qHTS Assay to Identify Small Molecule Activators of BRCA1 Expression | MCF7-BRCA1-FFLuc reporter, luminescence, 48 h; response scale: scaled: vehicle 0%, 10 µM genistein 100% | Potency, µM (doses to about 46.1 µM), inactives show top-dose activation, usual class: activators | actives 1.1% (n = 380,000) | AID 624202, 2012; further: nearly all actives have a fitted effect of over 80% in size; some results filed as inactive show a strong effect at the top dose
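Activators of BRCA1 expression were detected as increased firefly luciferase luminescence in engineered MCF7 cells after 48 h compound incubation. Signals were scaled to genistein 10 microM as full activation.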
RORg inh = qHTS for inhibitors of ROR gamma transcriptional activity. Drosophila S2 Gal4-RORgamma UAS-luciferase reporter, 20 h. Potency, µM (series often up to 53.6 µM), without a hit: at the top dose activity change, negative = inhibition, hits mostly inhibitors. actives 5.4% (n = 310,000). Nuclear receptor ROR-gamma (Mus musculus), P51450; further: on the % scale 0 is the no-effect control and ±100 the full control effect; nearly all actives have a fitted effect of over 60% in size
Target sequence (P51450 whole entry, looked up, the tested form may be a part): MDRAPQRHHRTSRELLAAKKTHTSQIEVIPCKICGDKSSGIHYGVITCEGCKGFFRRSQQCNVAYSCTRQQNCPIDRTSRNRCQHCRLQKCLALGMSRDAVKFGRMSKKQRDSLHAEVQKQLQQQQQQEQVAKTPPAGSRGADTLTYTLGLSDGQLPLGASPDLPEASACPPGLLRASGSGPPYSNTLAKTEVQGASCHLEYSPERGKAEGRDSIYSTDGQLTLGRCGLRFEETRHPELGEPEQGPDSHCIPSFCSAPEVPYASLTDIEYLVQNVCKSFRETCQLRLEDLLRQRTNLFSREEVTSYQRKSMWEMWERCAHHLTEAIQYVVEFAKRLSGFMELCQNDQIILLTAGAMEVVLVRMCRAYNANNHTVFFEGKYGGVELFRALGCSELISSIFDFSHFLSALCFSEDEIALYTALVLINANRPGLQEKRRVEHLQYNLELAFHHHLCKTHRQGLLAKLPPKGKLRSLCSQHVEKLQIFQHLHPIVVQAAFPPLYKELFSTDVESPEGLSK
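ROR gamma transcriptional activity was tracked as Gal4-UAS luciferase output in stably transfected Drosophila Schneider cells, with compound added 1 hr before 700 uM copper sulfate induction and a 20 hr ambient-temperature incubation.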
NPC1 prom act = qHTS Assay for NPC1 Promoter Activators | Huh7 NPC1 promoter luciferase reporter, 24 h | actives 2.4% (n = 320,000) | Potency, µM (titrated, usually from 9.22 µM), for the others: at the top dose activation, hits mostly activators | AID 485313, 2010;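 further: % of control where 0% means no effect; nearly all actives have a fitted effect of over 60% in size; reporter is driven by a mutant NPC1 promoter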
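Huh7 reporter cells (NPC1 promoter driving luciferase) are dosed with compound for 24 h at 37 °C, 5% CO2; luciferase detection reagent is then added and luminescence measured after 10 min at ambient temperature.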
uPA generation = qHTS for Inhibitors of Cell Surface uPA Generation | AID 540303, 2011 | cell surface uPA generation assay, qHTS | Potency, µM (titrated, usually from 38.3 µM), for inactives: top-dose activity change, negative = inhibition, actives largely listed as inhibitors | actives 0.31% (n = 330,000); active means well fitted inhibition curve with a large enough effect; inconclusive means small, poorly fitted or top-dose-only effect; inactive means no such curve, though single readings can be large or run the other way; tested in mouse RAW 264.7 cells; further: on the % scale 0 is the no-effect control and ±100 the full control effect; nearly all actives have a fitted effect of over 55% in size
Numbers without * were called inactive; ? = inconclusive; . = no result given; [ ] = remark or other dose. Unless noted, the call rests on the fitted dose curve; in most records, active means well fitted curve in the direction sought with a large enough effect; inconclusive means small, poorly fitted or top-dose-only effect, or another doubt; inactive means no such curve, though single readings can be large; an effect the other way counts as inactive or inconclusive. Potency means the concentration at half of the fitted maximal effect. Not all compounds are listed (hit frequency here may not be typical).

compound | MBNL1-CUG inh | ELG1 genotox | FLuc modulator | Gal4-VP16 FLuc | Rab9 prom act | CXXC DNA block | p53 reactivator | BRCA1 expr up | RORg inh | NPC1 prom act | uPA generation
CC(C)[C@H](NC(=O)C1CCN(S(=O)(=O)c2ccccc2)CC1)C(=O)NCc1ccccn1 | 0.3% | -1.3% | 0.8% | 1.4% | 0.0% | 11.8% | 3.9% | -11.8% | -14.4% | -1.3% | 1.0%
O=[N+]([O-])c1ccc(S(=O)(=O)NCC(c2ccco2)N2CCc3ccccc3C2)cc1 (configuration not stated) | . | -5.5% | -1.5% | . | 2.0% | . | 10.6% | -18.8% | . | -1.0% | 2.1%
Cc1cc(C)c(NC(=O)COC(=O)C2CCC(=O)N2)c(C)c1 (configuration not stated) | -6.3% | 0.3% | -0.8% | -5.8% | -38.2%[inhibitor] | 3.7% | 0.5% | 0.0% | 9.6% | -2.3% | -8.3%
COc1cc(C)ccc1OCCCOc1ccccc1Br | -11.0% | ? | 19µM* | -23.0% | 1.41µM* | 21.5% | ? | ? | 12.6µM* | ? | 4.1%
Cc1ccc(-c2csc(NC(=O)CSc3nc(C)cc(=O)[nH]3)n2)cc1 | 4.8% | 12.6% | -13.9% | ? | 14.9% | -8.5% | 4.3% | -13.9% | ? | 8.1% | .
CC(=O)Nc1ccc(OCC(O)CN2C(C)(C)CC(O)CC2(C)C)cc1 (configuration not stated) | -3.3% | 1.6% | -1.4% | 0.7% | -7.3% | -3.5% | -11.3% | 4.9% | -8.6% | -3.7% | -0.4%
CS(=O)(=O)N(CC(=O)N1CCCC1)Cc1ccc(Cl)cc1 | -14.3% | -0.2% | 4.7% | -10.6% | -2.7% | 3.0% | 3.8% | -11.6% | -22.2% | -0.3% | 1.1%
CC(=O)Nc1ccc(C(=O)NNC(=O)CCc2ccccc2)cc1 | -3.7% | 4.2% | -1.4% | 1.7% | 0.2% | 4.1% | 1.5% | -0.4% | -17.4% | -2.2% | .
O=C(CCC(=O)N1CCN(c2ccc(O)cc2)CC1)c1ccc(Br)cc1 | -8.6% | 1.0% | -2.9% | -7.0% | -9.9% | -2.5% | -5.1% | . | -1.0% | 12.6% | .
CCc1ccc(C(C)NC(=O)/C=C/c2ccc(Br)cc2)cc1 (configuration not stated) | 0.7% | 8.5% | -21.8% | -3.1% | 1.1% | 7.6% | 34.9% | -34.9% | 20.9% | -0.8% | -23.2%
Oc1cccc(-n2nnnc2SCc2ccccc2F)c1 | -4.2% | -2.7% | -14.0% | -4.3% | 0.3%[1.84 µM] | -11.4% | -0.8% | -34.6% | 5.4% | -3.5% | -1.8%
CCc1ccccc1NC(=O)c1ccoc1C | -3.4% | -0.1% | 0.0% | -0.6% | -7.8% | 5.8% | -3.9% | 19.5% | -32.1% | -5.3% | 2.1%
COc1ccc(NC(=O)CSc2nc(C)cs2)cc1 | -5.1% | ? | ? | -23.3% | 19.0% | 5.6% | 2.1% | 3.1% | 23.7% | 14.1% | -0.8%
Cc1cc(C)n2nc(Nc3ccccc3)cc2n1 | -6.1% | 29.0% | 16.9µM* | -7.7% | 23.2% | 2.8% | 19.9% | -49.0% | 32.9%[10 µM] | 17.5% | -14.0%
CCOc1ccc(C(=O)NCCCN2CCCC2=O)cc1 | -0.9% | ? | -1.7% | 19.8% | 5.2% | 1.4% | 25.2% | -3.3% | 26.5% | 6.7% | 0.3%
COc1cc(C(c2c(C)[nH][nH]c2=O)c2c(C)[nH][nH]c2=O)ccc1OC(=O)c1cccc([N+](=O)[O-])c1 | ? | 0.1% | 1.2% | 9.4% | -7.6% | 13.0% | 8.2% | 1.8% | 21.0% | -3.6% | -1.7%
CC1CCCN(C(=O)c2ccc(OC3CCN(CCc4ccccc4)CC3)cc2)C1 (configuration not stated) | -5.4% | -5.8% | 0.3% | -10.3% | -6.7% | 15.8% | -1.8% | -37.5% | 11.1% | -7.0% | ?
OCCN(CCO)c1nc(-c2ccccc2)nc2c1oc1ccccc12 | 20.8% | -8.3% | -0.1% | -2.9% | -3.4% | 8.0% | -3.0% | -24.4% | -7.8% | -7.4% | 1.5%
CN(C)CCCCCNCCCNC(=O)/C=N\O | 11.6% | -2.1% | 1.7% | 1.0% | -5.0% | 10.5% | -2.2% | 8.2% | -3.8% | -0.9% | -3.4%
CC(=O)Nc1ccc(S(=O)(=O)N[C@@H](C)C(=O)OCc2ccc(Cl)cc2)cc1 | . | -0.2% | 3.1% | -5.2% | -0.7% | 4.9% | -2.1% | -19.6% | -5.6%[10 µM] | -0.6% | 2.0%
CCCCNC(=O)C1CCCN(S(=O)(=O)c2ccc(S(=O)(=O)NCC(C)C)cc2)C1 (configuration not stated) | -3.8% | 0.1% | 9.5% | 0.9% | -5.9% | 6.6% | -4.7% | -34.1% | -10.4% | -3.7% | .
C=CCN(CC=C)C(=O)c1cccc(S(=O)(=O)N2c3ccccc3CC2C)c1 (configuration not stated) | -1.7% | -7.7% | 4.0% | 5.1% | -0.4% | 4.4% | -1.7% | -15.5% | 1.8% | 0.8% | -20.3%
CC(C)(C)OC(=O)NCc1nc(N)n[nH]1 | 10.3% | 0.5% | 2.7% | 9.3% | 1.4% | 8.7% | -0.2% | 15.0% | 39.1% | -1.7% | -5.7%
CC(C)CC(c1nnnn1CC1CCCO1)N1CCN(Cc2ccc3c(c2)OCO3)CC1 (configuration not stated) | -7.5% | -3.0% | -0.6% | 10.5% | -1.1% | 3.2% | -11.9% | 3.5% | -23.9% | -2.8% | 1.9%
CCOc1ccc(NC(=O)Nc2cccn(Cc3ccccc3)c2=O)cc1 | 1.8% | -0.5% | 9.53µM* | -6.0% | 0.2% | -0.2% | 11.4% | -11.7% | ? | 2.8% | .
CCOC(=O)N1CCN(c2c(N3CCN(c4cccc(C(F)(F)F)c4)CC3)c(=O)c2=O)CC1 | ? | -0.6% | -0.6% | 15.6% | -1.3% | -1.0% | -7.8% | 2.2% | 2.0% | -10.9% | .
CCN(CC)CCNC(=O)C(=O)Nc1ccc(C(=O)OC)cc1 | 2.3% | 0.3% | -0.9% | -1.5% | 0.3% | 12.2% | 1.6% | -5.3% | 4.3% | 0.0% | -0.5%
COc1cc(C(=O)Oc2ccccc2/C=N/NC(=O)c2ccc(Cl)cc2Cl)cc(OC)c1OC | 5.1% | 15.0% | ? | 11.2µM* | ? | 9.4% | ? | -25.5% | 7.08µM* | 3.55µM* | -7.2%
Cc1ccc(CN2CCN(Cc3cn[nH]c3-c3cccc(F)c3)CC2CCO)o1 (configuration not stated) | -0.3% | 2.3% | 1.7% | -14.4% | -2.7% | -1.6% | -1.4% | -11.3% | 17.5% | -1.0% | 1.5%
O/N=C(\c1ccc(Cl)cc1)c1cc2ccccc2o1 | 8.1% | 6.8% | -2.8% | ? | -4.5% | -5.1% | 17.7% | -7.0% | ? | 1.0% | 2.8%
COC(=O)C1CCN(C(=O)Cc2c(OC)ccc3cc(Br)ccc23)CC1 | 34.5%[activator] | -1.6% | 1.0% | ? | 9.8% | -1.9% | -5.4% | 1.4% | -2.6% | -0.1% | -1.3%
COc1ccc(-n2ncc3c2CC(C)(C)CC3NC(=O)CCCN2CCCC2=O)cc1 (configuration not stated) | -8.6% | -0.6% | 0.4% | -5.3% | 1.0% | 14.2% | 2.6% | 9.2% | 0.1% | -1.3% | 0.9%
CCc1ccc(C(=O)COC(=O)c2cnc(C)cn2)cc1 | -4.9% | -2.7% | ? | -14.9% | 1.4% | -5.0% | 24.7% | 0.0% | 5.0% | -0.7% | 1.8%
CN(c1ccc(C(=O)N2CCOCC2)cc1)S(C)(=O)=O | 0.6% | -4.1% | -1.0% | 0.4% | 5.4% | 6.9% | -5.4% | 0.0% | 4.6% | -0.2% | 3.1%
CCOc1ccc(-n2cc(-c3ccccc3)c3c(=O)[nH]cnc32)cc1 | -4.1% | 1.7% | 2.5% | -6.0% | -7.7% | 3.4% | -5.6% | -14.7% | -15.6% | -2.5% | 0.1%

Source: PubChem (National Center for Advancing Translational Sciences (NCATS))
